All columns: NCI-60 one-dose screen, growth in % after 48 h at 10 µM unless noted; 100 = growth as untreated, 0 = no growth, -100 = all killed.
SF-268 = SF-268 CNS cancer cells; actives 3.1% (n = 82,000); AID 1794759
A498 = A498 renal cancer cells | actives 5.4% (n = 76,000) | AID 1794774
CAKI-1 = CAKI-1 renal cancer; actives 4.7% (n = 75,000)
ACHN = ACHN renal cancer; AID 1794771; actives 4.9% (n = 81,000)
SNB-75 = SNB-75 CNS cancer; actives 5% (n = 79,000); AID 1794750
SF-539 = SF-539 CNS cancer; AID 1794752; actives 6.8% (n = 81,000)
RXF 393 = RXF 393 renal cancer cells. actives 6.9% (n = 77,000)
SNB-19 = SNB-19 CNS cancer cells | AID 1794751 | actives 2.5% (n = 81,000)
Active calls of the source: *; . = not tested or not shown; & = joins results of further samples. Rule for the calls: active = growth percent below 10; inactive = the rest. No enrichment for hits; about 12% have a hit in one of these screens.

SMILES	SF-268	A498	CAKI-1	ACHN	SNB-75	SF-539	RXF 393	SNB-19
COc1cc(CN(CCC(O)N2CCCC2=O)Cc2ccccc2)cc(OC)c1OC (centres undefined)	112.4	93.1	114.9	108.0	94.9	121.7	125.9	132.9
COc1cc(C(=O)/C=C/c2ccc(Oc3ccc(Cl)cc3)cc2)cc(OC)c1OC	99.5	82.8	87.7	101.4	90.4	110.2	101.1	89.4
Cc1ccc2nc(-c3c(C)nn(-c4ccccc4)c3N3CCOCC3)[nH]c2c1	97.5	69.2	82.4	90.0	86.6	95.4	110.9	100.3
CC1CC(=O)C2CC1C2(C)C (centres undefined)	99.7	99.3	98.2	107.9	89.7	101.4	113.6	106.5
O=C1/C(=C/c2ccc(OCCCc3ccccc3)cc2)Oc2cc(OCCN3CCCCC3)ccc21	81.4	69.0	74.5	102.7	81.1	74.8	51.5	89.1
Cc1ccc(S(=O)(=O)Oc2ccc(C3N=C(N)Nc4nc5ccccc5n43)cc2)cc1 (centres undefined)	103.2	94.8	101.5	94.2	85.6	109.3	107.0	104.7
CCC(C)n1c(NCCc2ccc(O)c(O)c2)nc2c1c(=O)n(C)c(=O)n2C (centres undefined)	92.1	53.1	83.8	91.0	76.7	89.8	90.0	98.9
CC(=O)C(=Cc1cccc([N+](=O)[O-])c1)C(C)=O	90.3	85.9	.	100.7	95.7	93.0	115.4	96.1
CS(=O)(=O)Nc1cccc(NS(C)(=O)=O)c1	98.4	89.7	100.8	107.9	90.9	109.7	112.2	105.0
CC(=O)O[C@H]1CCC2=C(CC(F)C[C@@H]3[C@@H]2CC[C@]2(C)C(=O)CC[C@@H]32)C1 (some centres undefined)	96.9	92.9	97.3	104.6	98.3	102.8	105.2	103.9
Nn1c(SCC(=O)Nc2ccc(Cl)cc2)nnc1-c1cc(F)c(Cl)cc1Cl	97.4	65.2	.	87.2	81.2	92.9	116.9	98.0
OCc1[nH]nc(-c2ccccc2)c1[C@@H](NCc1ccccc1)c1ccccc1	98.0	112.3	88.7	109.6	77.1	102.5	105.1	93.7
COc1cc(C2N(c3ccccc3)NC(=O)[C@H]3CCCN23)cc(OC)c1OC (some centres undefined)	88.3	94.5	95.9	94.6	75.6	87.7	89.1	91.5
O=[N+]([O-])c1ccc2nc(Cl)sc2c1	97.3	93.7	99.6	98.1	122.1	.	116.4	100.8
CSc1ncccc1C(=O)OCC(=O)Nc1oc(C)c2c(C)n[nH]c(=O)c12	104.8	115.8	112.3	105.5	85.3	99.7	92.1	101.3
CCCCCOC(=O)c1cccc([N+](=O)[O-])c1	110.3	107.0	121.5	110.7	101.3	101.6	115.6	105.0
O=c1nc(SCc2cc(F)cc(C(F)(F)F)c2)nc(SCc2ccc3sccc3c2)[nH]1	98.8	90.6	90.1	94.5	128.9	95.0	88.8	96.6
CC(=O)NS(=O)(=O)c1ccc(OCCOc2ccc(S(=O)(=O)NC(C)=O)cc2)cc1	97.0	92.5	98.9	104.9	99.2	99.4	102.3	106.8
CC(C)CNCCCNc1ccnc2cc(Cl)ccc12	86.6	85.5	87.5	105.0	93.6	87.2	79.7	113.7
CCn1cc(C(=O)O)c(=O)c2cc(F)c(N3CCN(C(C)C(=O)Nc4ccc(C(C)=O)cc4)CC3)cc21 (centres undefined)	99.7	97.1	.	114.4	96.4	103.0	117.0	100.3
Nc1ccc(C(=O)Nc2nc3c(s2)C[C@@H](NC(=O)c2cc(Br)c(Br)[nH]2)CC3)nc1	67.1	58.2	66.1	75.4	72.0	85.0	60.8	79.7
COc1ccc(/C=C2/N=C3N(N=C(CC#N)N3c3ccccc3)C2=O)cc1	99.7	119.3	94.3	106.6	107.8	102.4	114.3	106.4
O=C(Nc1sc2c(c1C(=O)O)CCCC2)c1ccc([N+](=O)[O-])cc1	92.6	94.0	88.3	97.0	88.6	92.2	122.7	96.4
Nc1c(-c2ccc(-c3ccccc3)cc2)nc2cnccn12	91.1	88.6	88.0	99.2	106.8	91.9	.	91.3
COCOc1cc2c(=O)c(C)c(C(=O)N[C@@H](Cc3ccccc3)C(O)C(=O)NCCc3ccc(OC)cc3)oc2cc1OC (some centres undefined)	116.2	130.5	105.0	110.8	127.8	110.5	122.1	105.6
CCN1CCN(C(=O)[C@]23CC[C@@H](C)[C@H](C)[C@H]2C2=CC[C@@H]4[C@@]5(C)C/C(=C/c6cccc(OC)c6OC)C(=O)C(C)(C)[C@@H]5CC[C@@]4(C)[C@]2(C)CC3)CC1	45.5	77.7	31.4	41.9	35.6	58.5	30.2	53.1
O=C(CN1CCN(c2cc(=O)[nH]c3ccc(F)cc23)CC1)Nc1ccccc1[N+](=O)[O-]	90.5	90.5	86.7	86.2	76.5	93.5	95.1	89.0
CCOCCc1cccc(C)n1	112.5	115.2	71.3	98.3	127.4	89.3	92.2	109.5
O=C1NC(=S)S/C1=C\c1cc(Br)ccc1O	90.1	76.0	99.5	93.5	97.8	93.1	115.2	107.1
COc1ccccc1N=NNc1ccc(S(=O)(=O)NC(C)=O)cc1	112.9	91.3	99.1	93.1	86.7	101.3	106.2	94.4
CCN1CCN(Cc2ccc(C(=O)Nc3cccc(C#Cc4cccc5[nH]nc(N)c45)c3)cc2C(F)(F)F)CC1	-61.6*	-84.6*	-91.7*	-98.2*	-62.0*	-97.4*	-87.6*	-88.7*
CN(C)CCCN=c1cc2c(=O)n(CCCN(C)C)c(=O)c3c(NCCCN(C)C)cc4c(O)n(CCCN(C)C)c(=O)c1c4c3-2	1.3*	-64.8*	4.6*	-41.6*	-66.9*	-23.0*	-68.3*	10.7
COc1cc2nc(-c3ccc(Cl)cc3)cc(OCCN3CCCCC3)c2cc1OC	85.5	.	74.6	76.0	74.5	84.5	71.8	93.2
CNCc1ccc(CNC)[nH]1	107.9	104.7	.	105.6	101.9	104.8	126.2	104.6
COc1cc(OC)c2c(c1)nc(-c1ccc(OC)c(OC)c1)c1c(=O)n(C)c(=O)n(C)c12	107.2	83.5	94.9	98.0	109.1	100.8	106.0	98.0
COC(=O)C(CC(C)C)NS(=O)(=O)c1ccc(-c2cc3ccccc3c(=O)o2)cc1 (centres undefined)	97.0	125.2	78.2	96.3	83.3	88.3	99.1	78.3

As entered above.
For A498, O=[N+]([O-])c1ccc2nc(Cl)sc2c1 is entered as 93.7
For RXF 393, CSc1ncccc1C(=O)OCC(=O)Nc1oc(C)c2c(C)n[nH]c(=O)c12 is entered as 92.1

(further entries)
SMILES	SF-268	A498	CAKI-1	ACHN	SNB-75	SF-539	RXF 393	SNB-19
Cn1c(=O)c2[nH]c(N/N=C/c3ccccc3C(=O)O)nc2n(C)c1=O	106.5	113.3	105.0	103.5	96.9	104.9	113.9	111.0
O=C(NCc1ccco1)Nc1ccc(Cl)cc1	102.5	65.8	.	113.7	93.2	101.3	125.7	98.4
Cc1ccc(C2=Nn3c(nnc3-n3[nH]c(=O)c4ccccc4c3=O)SC2)cc1	100.1	80.0	85.5	97.3	84.4	98.3	103.9	91.6
CC(=O)c1cc(C(=O)N2c3ccccc3Sc3ccccc32)c2c(C)cccn12	96.3	116.7	.	93.3	88.3	100.6	101.0	111.4
Clc1ccc(CSc2nnc(-c3ccc4c(c3)nc(-c3ccccc3)n4C3CCCCC3)o2)cc1	87.6	92.9	.	76.3	76.0	85.3	71.2	86.9
N#CCSc1nc(N)nc2nc[nH]c12	105.0	119.3	124.3	110.7	85.6	91.0	109.9	98.7
Cn1c(=O)[nH]c(=O)c2nc(/C=C(\O)c3ccc(F)cc3)c(=O)[nH]c21	101.0	119.1	94.4	100.5	85.5	97.9	121.8	96.4
O=C1C2C3C=CC(C3)C2C(=O)N1CCOS(=O)(=O)OCCN1C(=O)C2C3C=CC(C3)C2C1=O (centres undefined)	108.8	100.9	91.6	108.5	106.6	119.1	103.7	108.4
COc1cccc(-c2nn(-c3ccccc3)cc2-c2ccnc(NCCNS(=O)(=O)c3ccc(C(F)(F)F)cc3)c2)c1	36.0	4.3*	16.8	8.7*	46.8	2.9*	-22.2*	21.8
CCCCC1CCCCN1C(=O)OC (centres undefined)	106.0	91.0	.	93.6	80.2	88.6	112.2	99.4
CC(C)=C1CCC(C)C/C1=N/NC(=O)c1ccncc1 (centres undefined)	120.3	82.9	.	96.7	95.0	103.7	130.8	103.6
O=C(NNc1nc(-c2ccc(Cl)cc2)cs1)c1ccccc1Cl	112.8	94.0	96.8	109.0	113.0	112.1	117.9	110.2
Nc1ncc(-c2c(F)c(F)c(F)c(F)c2F)s1	82.6	90.2	78.1	108.4	56.0	89.0	98.1	100.8
Cn1c(=O)[nH]c(=O)c2nc(/C=C(\Nc3ccccc3)c3ccccc3)c(=O)[nH]c21	98.4	110.3	95.8	102.9	86.3	97.7	113.7	97.3
Cc1ccc(-c2cc(C(=O)N=Nc3c(O)[nH]c4ccc(F)cc34)c3ccccc3n2)cc1	65.3	187.4	62.9	42.8	56.7	-39.7*	109.0	41.9
CC1(C)CC(=O)CC(=O)C1	99.1&96.0	83.9&79.0	95.2&91.0	97.5&100.5	90.8&101.2	100.9&93.3	119.3&106.3	95.1&100.0
C#CCC1(c2ccccc2)NS(=O)(=O)c2ccccc21 (centres undefined)	102.5	93.6	98.3	110.3	98.4	108.1	118.3	108.5
CN(C)CCCN1c2ccccc2CCc2ccccc21	95.1	124.1	84.6	91.4	50.8	117.1	78.6	94.1
O=c1ccc2nc(-c3ccccc3)nn(-c3ccccn3)c-2c1	96.6	88.2	77.4	-91.9*	106.0	99.5	26.8	102.2
CCN1CCCC(OC(=O)C(c2ccccc2)C2CCCCC2)C1 (centres undefined)	.	100.8	91.0	92.8	81.8	87.9	94.9	95.2
COc1ccc(-c2nc3ccc(-c4nnc(SCC(=O)Nc5ccccc5)o4)cc3[nH]2)cc1	116.7	105.8	103.9	105.4	104.4	98.6	.	111.6
COc1ccc(/C=C2\CN(Cc3cn(CCCNc4ccnc5cc(Cl)ccc45)nn3)C/C(=C\c3ccc(OC)c(OC)c3)C2=O)cc1OC	-5.0*	23.5	31.0	-38.0*	42.6	6.7*	-95.1*	33.0
COc1ccc(-c2cncn2-c2ccc(-c3nc4cc(OC)c(OC)c(OC)c4s3)cc2)cc1OC	84.6	.	50.4	83.4	.	70.7	88.7	68.0
CC1(C)SC2C(NC(=O)Cc3ccccc3)C(=O)N2C1C(=O)O (centres undefined)	98.2&101.3	97.4&104.5	101.6&97.7	114.5&103.4	97.5&84.6	105.5&102.4	117.4&107.9	105.5&101.6

Part of the list above, in CSV form:
Compound,SF-268,A498,CAKI-1,ACHN,SNB-75,SF-539,RXF 393,SNB-19
N#CCSc1nc(N)nc2nc[nH]c12,105.0,119.3,124.3,110.7,85.6,91.0,109.9,98.7
Cn1c(=O)[nH]c(=O)c2nc(/C=C(\O)c3ccc(F)cc3)c(=O)[nH]c21,101.0,119.1,94.4,100.5,85.5,97.9,121.8,96.4
O=C1C2C3C=CC(C3)C2C(=O)N1CCOS(=O)(=O)OCCN1C(=O)C2C3C=CC(C3)C2C1=O (centres undefined),108.8,100.9,91.6,108.5,106.6,119.1,103.7,108.4
COc1cccc(-c2nn(-c3ccccc3)cc2-c2ccnc(NCCNS(=O)(=O)c3ccc(C(F)(F)F)cc3)c2)c1,36.0,4.3*,16.8,8.7*,46.8,2.9*,-22.2*,21.8
CCCCC1CCCCN1C(=O)OC (centres undefined),106.0,91.0,.,93.6,80.2,88.6,112.2,99.4
CC(C)=C1CCC(C)C/C1=N/NC(=O)c1ccncc1 (centres undefined),120.3,82.9,.,96.7,95.0,103.7,130.8,103.6
O=C(NNc1nc(-c2ccc(Cl)cc2)cs1)c1ccccc1Cl,112.8,94.0,96.8,109.0,113.0,112.1,117.9,110.2
Nc1ncc(-c2c(F)c(F)c(F)c(F)c2F)s1,82.6,90.2,78.1,108.4,56.0,89.0,98.1,100.8
Cn1c(=O)[nH]c(=O)c2nc(/C=C(\Nc3ccccc3)c3ccccc3)c(=O)[nH]c21,98.4,110.3,95.8,102.9,86.3,97.7,113.7,97.3
Cc1ccc(-c2cc(C(=O)N=Nc3c(O)[nH]c4ccc(F)cc34)c3ccccc3n2)cc1,65.3,187.4,62.9,42.8,56.7,-39.7*,109.0,41.9
CC1(C)CC(=O)CC(=O)C1,99.1&96.0,83.9&79.0,95.2&91.0,97.5&100.5,90.8&101.2,100.9&93.3,119.3&106.3,95.1&100.0
C#CCC1(c2ccccc2)NS(=O)(=O)c2ccccc21 (centres undefined),102.5,93.6,98.3,110.3,98.4,108.1,118.3,108.5
CN(C)CCCN1c2ccccc2CCc2ccccc21,95.1,124.1,84.6,91.4,50.8,117.1,78.6,94.1
O=c1ccc2nc(-c3ccccc3)nn(-c3ccccn3)c-2c1,96.6,88.2,77.4,-91.9*,106.0,99.5,26.8,102.2
CCN1CCCC(OC(=O)C(c2ccccc2)C2CCCCC2)C1 (centres undefined),.,100.8,91.0,92.8,81.8,87.9,94.9,95.2
COc1ccc(-c2nc3ccc(-c4nnc(SCC(=O)Nc5ccccc5)o4)cc3[nH]2)cc1,116.7,105.8,103.9,105.4,104.4,98.6,.,111.6

Screening results as filed in PubChem.
